High-throughput results: PubChem BioAssay, several laboratories
KKLEB tox – CF airway cell cytotoxicity counter-screen. KKLEB CF airway cells viability, ATPlite luminescence, overnight; hits give low values; cells stimulated with P. aeruginosa culture filtrate. 360,000 tested, 0.36% active. activity change (cytotoxicity), % at 5 µM;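 active = corrected activity change at or below -50% at 5 µM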
NR2E3 ag-1 – agonists of human nuclear receptor NR2E3; Q9Y5X4; GST-NR2E3/biotin-RetCOR TR-FRET, 1536-well; AID 2300; 320,000 tested, 0.12% active; inhibition of corepressor binding, % at 4.78 µM;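 active = percent inhibition above the cutoff of mean plus 3 SD of all tested compounds, set per screening campaign, cut at about 20% in these data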;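 note: 0% = DMSO wells and 100% = biotin wells as full block of FRET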
Target sequence (Q9Y5X4 whole entry, looked up): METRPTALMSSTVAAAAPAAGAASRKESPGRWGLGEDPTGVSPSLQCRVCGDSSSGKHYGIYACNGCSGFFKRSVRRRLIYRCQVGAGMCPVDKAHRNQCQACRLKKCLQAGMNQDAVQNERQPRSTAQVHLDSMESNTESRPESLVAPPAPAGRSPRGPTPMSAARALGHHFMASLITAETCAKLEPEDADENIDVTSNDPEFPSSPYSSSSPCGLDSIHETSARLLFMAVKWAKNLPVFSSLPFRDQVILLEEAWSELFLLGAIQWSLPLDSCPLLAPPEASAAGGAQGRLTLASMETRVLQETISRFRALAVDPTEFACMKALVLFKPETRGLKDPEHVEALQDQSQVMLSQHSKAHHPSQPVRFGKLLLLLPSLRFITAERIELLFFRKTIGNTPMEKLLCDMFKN
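system = GST-tagged NR2E3 plus biotinylated RetCOR corepressor | input = 1.35 nM GST-NR2E3 | also added = 7 nM biotin-RetCOR | schedule = 5 h incubation at 4 °C | measured by = TR-FRET with europium anti-GST and streptavidin-D2, 340 nm excitation | read-out = percent loss of FRET ratio relative to control wells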
C8 TRAIL sens – caspase-8 TRAIL sensitization; inhibition (viability loss, TRAIL sensitization), % at 10 µM; 360,000 tested, 1% active; NB7+C8 cells + TRAIL, ATPlite viability luminescence;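 active = compounds causing at least 50% loss of cell viability in the single-dose screen, relative to plate controls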
TWEAK Fn14 block – blocks TWEAK-Fn14 interaction in a reporter cell assay; TWEAK-stimulated Fn14 reporter cells, luciferase luminescence, 8 h; inhibition, % at 10 µM; 360,000 tested, 2% active; AID 1159606; in the data active = inhibition above about 50%
Shn3 inh set2 – reduces Shn3 3'UTR luciferase signal in osteoblasts | Clone20 osteoblast Shn3 3'UTR firefly luciferase, 24 h | inhibition, % at 12.5 µM | 360,000 tested, 0.52% active | AID 588674;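 active = mean inhibition of at least 75% with every replicate also reaching 75%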;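 note: 0% = median of neutral control wells and 100% = pilot-screen positive control compound; some compounds past the cut are filed as inactive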
Peg3 prom inh – reduces Peg3 promoter-driven luciferase expression in HeLa; inhibition, % at 20 µM; 360,000 tested, 1.7% active; HeLa PEG-Prom luciferase reporter, luminescence, overnight;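 active = inhibition of at least 50% at 20 µM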
CF NFkB inh – blocks PAF-induced NF-kB reporter in cystic fibrosis cells; KKLEB NF-kB-GFP reporter, GFP fluorescence overnight; inhibition, % at 5 µM; 360,000 tested, 0.86% active; AID 588850;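 active = at least 50% inhibition at 5 µM, scaled per plate between neutral and stimulator controls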;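 note: PAF is a Pseudomonas aeruginosa culture filtrate used as stimulus; plate controls were PAF-stimulated DMSO wells for no effect and unstimulated DMSO wells for full effect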
NR2E3 ag-2 – activates human NR2E3 receptor. Q9Y5X4. CHO-S Gal4-NCOR/VP16-NR2E3 two-hybrid, luciferase. inhibition of corepressor binding, % at 3.98 µM. 360,000 tested, 0.35% active. AID 602229;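 active = inhibition above the mean of all tested compounds plus 3 SD, cut at about 70% in these data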;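 note: 0% = DMSO with NR2E3 transfected cells and 100% = cells lacking NR2E3 construct; higher means lower luciferase signal from less NR2E3 corepressor binding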
HIF-2a inh – HIF-2a inhibition | 786-0 RCC cells HIF-2a reporter, luciferase luminescence, overnight | inhibition, % at 18.8 µM | 360,000 tested, 0.72% active | AID 624352;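 active = inhibition of the luminescence signal of 40% or more relative to plate controls, in a single-dose primary screen at 18.75 µM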
MITF TRPM1 inh – MITF TRPM1 promoter inhibition in SK-MEL-5 cells | inhibition, % at 12.5 µM | 330,000 tested, 0.83% active | AID 488899 | SK-MEL-5 TRPM1 promoter luciferase, 24 h;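 active = mean inhibition across replicates of 60% or more, whatever share of single replicates reaches that level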; note: values of inactives mirror those of a sister screen read the other way
TROY NFkB inh – TROY signaling inhibition; inhibition, % at 10 µM; 360,000 tested, 0.98% active; Q293 LMP1-TROYcd NF-kB luciferase reporter, 4 h;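 active = compounds whose plate-normalised and pattern-corrected inhibition of the luciferase reporter signal at the single screening dose is 50% or more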
An asterisk follows results filed as active; · = no result given.

1) COC(=O)c1cc(=O)c2ccc(OC)cc2o1
2) COCCN(C(=O)/C=C/c1ccccc1)c1nnc(-c2cccnc2)s1
3) O=C(Cn1cnc2scc(-c3ccc(F)cc3)c2c1=O)NCC(c1ccco1)N1CCCC1 (configuration not stated)
4) Cc1ccc2nc(-c3ccc(NC(=O)CSc4ccccc4)cc3)[nH]c2c1
5) O=C(COc1ccc([N+](=O)[O-])cc1)Nc1ccc(C(=O)Nc2ccccc2C(=O)O)cc1
6) Cn1nc(-c2ccc(Cl)cc2)c2cc(C(=O)N3CCCC3)sc21
7) O=S(=O)(NC1CCCCC1)c1cccc2nsnc12
8) Oc1ccc(Cl)cc1/C=C/c1ccc2cccc(O)c2n1

Compound,1,2,3,4,5,6,7,8
KKLEB tox,-17.9,-14.8,4.2,1.4,-6.1,8.5,1.3,-4.3
NR2E3 ag-1,·,0.6,·,-26.1,3.6,1.8,2.1,·
C8 TRAIL sens,-8.9,5.6,19.1,10.9,2.4,18.1,-2.6,5.4
TWEAK Fn14 block,-8.7,0.3,0.1,-15.9,5.6,23.5,16.1,-6.7
Shn3 inh set2,12.1,15.0,22.9,2.5,-1.9,-8.7,8.2,-27.3
Peg3 prom inh,24.7,17.1,-13.8,-215.3,9.7,14.2,17.6,-123.4
CF NFkB inh,4.2,18.9,-32.8,0.6,0.3,-110.6,-3.5,14.2
NR2E3 ag-2,11.6,-8.2,-21.3,-108.0,10.1,-11.1,-8.2,-79.3
HIF-2a inh,-3.7,25.1,9.2,-190.1,0.0,9.7,6.0,-172.5
MITF TRPM1 inh,4.1,11.3,-7.3,-6.8,-6.3,40.2,1.9,4.7
TROY NFkB inh,10.6,1.5,7.5,-32.2,26.8,41.9,-12.0,-34.7

9) COc1ccc(C)cc1NC(=O)CCNC(=O)Cn1ccc2ccccc2c1=O
10) COc1cc(/C=C2\SC(c3ccccc3)=NC2=O)cc(Cl)c1O
11) O=C(CCc1ccccc1)Nc1ccc(NC(=O)C2CC2)nc1
12) O=C(Cc1c(F)cccc1Cl)Nc1ccc(S(=O)(=O)Nc2nccs2)cc1
13) O=C(Nc1nnc(-c2ccco2)o1)c1ccc(S(=O)(=O)N2CCOCC2)cc1
14) COc1ccc2nc(NC(=O)C3CCCN(S(=O)(=O)c4cccs4)C3)sc2c1 (configuration not stated)
15) Cc1cc(NC(=O)COC(=O)CCS(=O)(=O)c2cc(Cl)ccc2Cl)no1
16) COc1ccccc1N1CCN(c2ccc3c(c2)S(=O)(=O)c2cccc(C(=O)NCc4cccc(F)c4)c2C3=O)CC1

Compound,9,10,11,12,13,14,15,16
KKLEB tox,-4.1,2.8,-0.4,-8.7,7.3,1.3,-4.5,-11.7
NR2E3 ag-1,4.5,·,3.2,0.9,2.2,0.4,1.7,·
C8 TRAIL sens,8.5,7.9,-10.6,5.7,-0.8,15.0,5.2,1.8
TWEAK Fn14 block,6.0,30.7,-2.4,2.2,-3.2,16.6,6.0,-6.2
Shn3 inh set2,3.2,9.9,-7.8,5.7,-3.9,10.4,-7.3,4.4
Peg3 prom inh,11.3,7.4,-13.6,11.5,1.6,2.4,0.3,18.4
CF NFkB inh,19.7,1.0,-7.8,0.1,-12.0,22.3,17.8,5.9
NR2E3 ag-2,-20.3,-25.6,-5.1,4.8,15.1,-9.7,-16.4,-35.9
HIF-2a inh,5.1,5.7,-1.2,7.3,9.0,5.3,2.8,-15.5
MITF TRPM1 inh,4.9,9.4,-5.0,8.6,-19.7,0.9,0.1,·
TROY NFkB inh,-4.4,9.7,-4.2,9.6,9.7,21.5,-2.4,-7.8

17) OC[C@@H]1CN(CCN2CCOCC2)C[C@H](n2cnc3c(Nc4ccccc4)ncnc32)O1
18) O=C(c1cnc2sccn2c1=O)N1CCCc2ccccc21
19) COCCNC(=O)Cn1nc(Cc2ccncc2)c2ccccc2c1=O
20) Nc1cc(N)nc(SCC(=O)NC(=O)NC2CCCC2)n1
21) O=C1N=c2ccccc2=C1c1sc(=S)n(NC(=O)c2ccccc2)c1O
22) COC(=O)c1cnc2ccccc2n1
23) CN(C)S(=O)(=O)c1ccc(Cl)c(NC(=O)COC(=O)c2cc(-c3ccccc3)nc3ccccc23)c1
24) COc1cc(C)ccc1OCc1cc(C(=O)N2CCC(c3ccc(F)cc3)C2)no1 (configuration not stated)

Compound,17,18,19,20,21,22,23,24
KKLEB tox,4.9,5.8,3.1,5.3,-12.0,7.5,-1.2,-4.2
NR2E3 ag-1,·,4.7,0.7,-1.8,-1.5,0.7,0.2,1.9
C8 TRAIL sens,-14.9,-3.8,-0.9,-7.5,-13.3,1.1,2.6,13.6
TWEAK Fn14 block,-1.1,8.9,-11.6,-7.3,9.9,3.2,28.7,6.5
Shn3 inh set2,-1.0,-13.2,0.5,-9.5,·,-15.4,10.3,-165.7
Peg3 prom inh,0.0,-6.1,-6.7,2.6,7.8,11.3,-33.5,-326.3
CF NFkB inh,-3.7,-8.5,-2.4,-16.7,16.2,-13.2,-14.6,-4.5
NR2E3 ag-2,0.9,-3.1,-9.9,20.5,-30.6,-12.8,5.0,-117.7
HIF-2a inh,-0.4,7.2,15.3,21.8,10.0,9.9,10.6,-252.0
MITF TRPM1 inh,·,-1.3,-3.2,-4.1,6.4,5.1,-3.6,-77.1
TROY NFkB inh,-8.1,6.9,-0.1,-9.4,11.9,-11.6,0.3,-32.3

25) O=C(CCC(=O)N1CCOc2ccc(Cl)cc21)N1CCN(c2ccccn2)CC1
26) Cc1ccc(S(=O)(=O)c2nc(-c3ccco3)oc2N2CCC(C)CC2)cc1
27) Cc1ccc2nc(-c3ccccc3)c(NC(=O)c3ccco3)n2c1
28) CCOc1ccccc1Oc1coc2cc(O)ccc2c1=O
29) CNC(=O)CSc1nc(N)c2c3c(sc2n1)CCC3
30) Cc1ccc(NC(=O)c2csc3c2CCCC3)cc1
31) O=C(CSC1=NS(=O)(=O)c2ccccc2N1)Nc1nccs1
32) Cc1ccc(NC(=O)CCSc2nnc(Cc3ccccc3)o2)cc1

Compound,25,26,27,28,29,30,31,32
KKLEB tox,8.3,10.5,1.6,-3.9,-12.8,1.9,10.4,0.4
NR2E3 ag-1,-0.1,4.0,-4.2,0.5,3.6,-3.7,1.7,1.1
C8 TRAIL sens,-6.4,-11.0,-9.2,-12.6,2.2,10.1,-16.7,-11.2
TWEAK Fn14 block,-14.9,-12.6,-1.0,-11.6,3.2,-23.6,12.0,8.7
Shn3 inh set2,-0.2,-0.4,12.5,0.8,-1.0,-81.6,-0.3,-10.2
Peg3 prom inh,22.9,7.8,-3.5,-19.8,-30.9,-343.9,-5.2,8.9
CF NFkB inh,-8.7,-6.4,7.1,1.5,-10.3,-3.7,-34.0,3.3
NR2E3 ag-2,5.7,-0.7,7.5,-31.7,-15.4,-126.7,-2.0,-10.7
HIF-2a inh,5.9,-0.6,7.7,-35.3,-57.5,-322.3,6.7,13.7
MITF TRPM1 inh,·,5.2,-0.3,-0.9,-4.7,-44.2,-3.1,4.7
TROY NFkB inh,-3.1,-7.4,-6.5,-11.7,-0.8,-49.2,-12.2,-1.7

33) Cc1ccc(S(=O)(=O)NCc2ccncc2)cc1C
34) Nc1ccccc1-c1ccccc1N
35) CC(C)(C)NC(=O)C(Cc1ccccc1)N1C(=O)c2ccccc2C1=O (configuration not stated)
36) O=C(O)C1C2CCC1C(O)C2 (configuration not stated)
37) CNC[C@H]1Oc2c(NS(=O)(=O)c3ccc(F)cc3)cccc2C(=O)N([C@H](C)CO)C[C@@H]1C
38) COc1ccc(C2=NS(=O)(=O)N(C)C(C(=O)NC3CCCC3)=C2)cc1OC
39) CC(NC(=O)c1cccs1)c1n[nH]c(=S)n1C (configuration not stated)
40) O=C(COc1ccc([N+](=O)[O-])cc1)N1CCc2ccccc2C1

Compound,33,34,35,36,37,38,39,40
KKLEB tox,0.7,10.5,5.3,1.0,-9.3,-4.1,-4.9,3.8
NR2E3 ag-1,4.1,-1.4,-0.4,·,·,-1.1,-1.8,3.3
C8 TRAIL sens,28.6,-5.8,-2.0,7.9,-3.7,-1.9,0.9,11.6
TWEAK Fn14 block,26.5,-1.8,38.1,-3.7,0.5,2.6,-4.8,34.0
Shn3 inh set2,83.9,-3.5,-21.7,-16.7,-13.6,-7.4,4.8,-25.5
Peg3 prom inh,16.1,5.0,7.0,10.3,2.2,10.5,3.9,6.2
CF NFkB inh,25.4,-6.3,-11.0,-22.4,6.2,-19.9,-5.4,-12.2
NR2E3 ag-2,61.5,2.2,5.3,12.8,10.9,-33.9,-16.9,-4.1
HIF-2a inh,14.9,16.7,19.0,12.6,2.7,-2.0,11.3,-8.4
MITF TRPM1 inh,19.9,6.7,-1.5,·,-17.4,-6.8,-13.9,2.5
TROY NFkB inh,-2.3,12.1,-8.7,-6.0,4.3,4.7,-1.3,22.6

41) Cc1ccc(N(CC(=O)NCc2ccco2)C(=O)CCC(=O)Nc2nccs2)cc1C
42) CC1(C)C=C2[C@H]3CC[C@@H]4[C@@]5(C)CCC(=O)C(C)(C)[C@@H]5CC[C@@]4(C)[C@]3(C)CC[C@@]2(C(=O)O)CC1
43) Cn1c(=O)c2c(n(C)c1=O)=NC1(CCCCC1)N=2
44) CC(NS(=O)(=O)c1cccc(S(=O)(=O)c2ccccc2)c1)C(=O)O (configuration not stated)
45) CCSc1nnc2n1C(C)(C)Cc1ccccc1-2

Compound,41,42,43,44,45
KKLEB tox,9.7,-0.1,7.6,9.5,-2.0
NR2E3 ag-1,-3.0,5.3,0.7,2.5,2.0
C8 TRAIL sens,13.7,8.9,-11.4,2.1,6.9
TWEAK Fn14 block,-26.3,9.1,4.8,38.5,-13.4
Shn3 inh set2,11.6,5.8,5.4,1.7,-5.1
Peg3 prom inh,10.6,-2.8,-0.6,4.0,-31.3
CF NFkB inh,-3.8,37.8,1.8,-13.4,-2.9
NR2E3 ag-2,-24.5,3.6,-1.2,29.5,-25.8
HIF-2a inh,1.0,22.1,8.6,10.2,-36.6
MITF TRPM1 inh,-10.1,13.2,4.9,3.4,3.2
TROY NFkB inh,1.7,-4.5,0.7,-17.9,-0.9

In another format: entries from further up
nr | SMILES | KKLEB tox | NR2E3 ag-1 | C8 TRAIL sens | TWEAK Fn14 block | Shn3 inh set2 | Peg3 prom inh | CF NFkB inh | NR2E3 ag-2 | HIF-2a inh | MITF TRPM1 inh | TROY NFkB inh
43 | Cn1c(=O)c2c(n(C)c1=O)=NC1(CCCCC1)N=2 | 7.6 | 0.7 | -11.4 | 4.8 | 5.4 | -0.6 | 1.8 | -1.2 | 8.6 | 4.9 | 0.7
44 | CC(NS(=O)(=O)c1cccc(S(=O)(=O)c2ccccc2)c1)C(=O)O (configuration not stated) | 9.5 | 2.5 | 2.1 | 38.5 | 1.7 | 4.0 | -13.4 | 29.5 | 10.2 | 3.4 | -17.9
45 | CCSc1nnc2n1C(C)(C)Cc1ccccc1-2 | -2.0 | 2.0 | 6.9 | -13.4 | -5.1 | -31.3 | -2.9 | -25.8 | -36.6 | 3.2 | -0.9

Some of the compounds tested. The share of hits here may be higher or lower than overall.
